GSTO1 counter – blocks human GSTO1 in RBBP9 counter-screen; recombinant GSTO1, activity-based probe fluorescence polarization; inhibition, % at 5.96 µM; 1.1% of 300,000 active;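 active means inhibition above the campaign mean inhibition plus 3 SD, cut at about 35% in these data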;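 further: 0% = GSTO1-1 with DMSO and 100% = wells lacking GSTO1-1 enzyme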
Target sequence (P78417 whole entry, looked up): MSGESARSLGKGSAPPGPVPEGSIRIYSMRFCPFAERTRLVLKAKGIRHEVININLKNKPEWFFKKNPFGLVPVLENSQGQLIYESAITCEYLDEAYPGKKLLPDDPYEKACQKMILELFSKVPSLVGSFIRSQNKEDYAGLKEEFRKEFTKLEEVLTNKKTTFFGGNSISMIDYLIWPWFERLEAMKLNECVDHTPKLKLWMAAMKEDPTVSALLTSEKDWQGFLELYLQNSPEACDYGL
EBNA-1 inh – blocks EBNA-1 binding to DNA; AID 1950; 0.34% of 300,000 active; EBNA-1 DNA binding, fluorescence polarization; inhibition, % at 14.8 µM; in the data active means inhibition above about 28%
PREPL inhibitor – human PREPL enzyme inhibition. recombinant PREPL, fluorescence polarization activity-based probe. inhibition, % at 5.96 µM. 0.68% of 320,000 active. AID 2751; in the data active means inhibition above about 43%;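 further: 0% = enzyme with DMSO and 100% = wells lacking enzyme; many of its hits are not listed in these tables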
ZTA counter – ZTA (EBV) inhibition in EBNA-1 counter-screen; ZTA-DNA binding, fluorescence polarization; inhibition, % at 11 µM; 0.15% of 320,000 active; AID 2234; in the data active means inhibition above about 33%
Target sequence (P03206 whole entry, looked up): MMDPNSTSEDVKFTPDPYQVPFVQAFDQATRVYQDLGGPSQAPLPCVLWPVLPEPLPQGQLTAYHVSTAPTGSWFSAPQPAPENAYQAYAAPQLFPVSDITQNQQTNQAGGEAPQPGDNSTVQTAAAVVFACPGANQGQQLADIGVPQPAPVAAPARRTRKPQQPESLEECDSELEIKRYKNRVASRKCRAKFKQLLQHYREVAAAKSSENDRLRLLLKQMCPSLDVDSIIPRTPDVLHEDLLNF
PAD4 inh – inhibitors of human PAD4; recombinant PAD4, RCA probe fluorescence polarization; inhibition, % at 6.36 µM; Q9UM07; 0.41% of 330,000 active;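 active means percent inhibition above a cutoff equal to the mean of all tested compounds plus 3 SD, cut at about 15% in these data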;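 further: 0% = PAD4 with RCA probe and DMSO and 100% = probe without PAD4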
PAFAH2 FP inh – PAFAH2 (human) inhibition; 0.99% of 340,000 active; inhibition, % at 3.39 µM; AID 492956; recombinant PAFAH2, FP-rhodamine activity probe, fluorescence polarization; Q99487;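 active means inhibition above the mean over all tested compounds plus 3 SD, cut at about 30% in these data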;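 further: inhibitors block probe labeling of enzyme so polarization drops; 0% = enzyme with DMSO and 100% = wells lacking PAFAH2 protein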
LYPLA2 counter – LYPLA2 (human) inhibition in PME1 counter-screen. recombinant LYPLA2, FP-Rh probe fluorescence polarization. 0.38% of 320,000 active. inhibition, % at 5.9 µM. O95372;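 active means inhibition above the screen-wide mean plus 3 SD, limit set per campaign, cut at about 26% in these data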;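 further: 0% = LYPLA2 with DMSO and 100% = wells lacking LYPLA2 enzyme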
Target sequence (O95372 whole entry, looked up): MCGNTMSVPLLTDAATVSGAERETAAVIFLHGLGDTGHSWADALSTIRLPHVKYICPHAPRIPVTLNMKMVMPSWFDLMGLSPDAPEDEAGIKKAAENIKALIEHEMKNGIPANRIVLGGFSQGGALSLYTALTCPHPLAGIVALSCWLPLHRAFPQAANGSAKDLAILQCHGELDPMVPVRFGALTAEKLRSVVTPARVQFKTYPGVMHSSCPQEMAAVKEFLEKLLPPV
PAFAH1B3 FP inh – PAFAH1B3 (human) inhibition. Q15102. recombinant PAFAH1B3, FP-rhodamine probe, fluorescence polarization. inhibition, % at 3.39 µM. 0.28% of 340,000 active;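 active means inhibition above the screen-wide average of all tested compounds plus 3 SD, cut at about 25% in these data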;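 further: 0% = enzyme with DMSO only and 100% = wells lacking PAFAH1B3 protein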
LYPLA1 counter – LYPLA1 (human) inhibition in PME1 counter-screen | 0.16% of 320,000 active | recombinant LYPLA1, FP-Rh probe fluorescence polarization | inhibition, % at 5.9 µM | AID 2174;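 active means inhibition above the mean of all tested compounds plus 3 SD, set per campaign, cut at about 14% in these data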;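 further: inhibitors block serine hydrolase probe labeling of LYPLA1 so polarization falls; 0% = enzyme with DMSO and 100% = wells lacking LYPLA1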
Target sequence (O75608 whole entry, looked up): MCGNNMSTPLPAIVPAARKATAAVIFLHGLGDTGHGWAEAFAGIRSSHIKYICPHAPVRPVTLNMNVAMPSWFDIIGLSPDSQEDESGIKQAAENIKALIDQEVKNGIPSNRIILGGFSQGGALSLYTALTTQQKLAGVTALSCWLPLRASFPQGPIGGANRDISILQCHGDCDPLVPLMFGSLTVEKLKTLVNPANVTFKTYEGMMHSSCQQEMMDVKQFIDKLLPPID
Numbers without * were called inactive; x = no result given. An excerpt; the hit share may differ from the screen's.

SMILES | GSTO1 counter | EBNA-1 inh | PREPL inhibitor | ZTA counter | PAD4 inh | PAFAH2 FP inh | LYPLA2 counter | PAFAH1B3 FP inh | LYPLA1 counter
COc1ccc(CNC(=O)C2CCN(S(=O)(=O)c3c(C)noc3/C=C/N(C)C)CC2)cc1 | 2 | -5 | 12 | 0 | -8 | 1 | -7 | 8 | -9
O=C(NC1CCCC1)C(c1ccncc1)N(Cc1ccccc1)C(=O)Cc1cccs1 (stereo not drawn) | 3 | 5 | -3 | 11 | -4 | 5 | -4 | 7 | 1
Nc1ccccc1C(=O)NCc1ccc(Cl)cc1 | 3 | -8 | 7 | -10 | -3 | -5 | -1 | 3 | 3
COc1ccccc1NC(=S)Nc1cccc(F)c1 | 1 | 6 | 2 | 17 | -5 | 3 | 2 | 13 | 0
CCc1ccc(OCC(=O)N(C)CCC#N)c(Br)c1 | 7 | 2 | -6 | 7 | 0 | -1 | 6 | 9 | -2
O=C(CCC(=O)Nc1ccccc1)NNC(=O)c1cccs1 | 1 | 0 | 6 | -2 | -5 | 3 | 2 | 11 | 3
CCOc1ccccc1N1CCN(C(=O)c2cccc(-c3ccc(O)cc3)c2)CC1 | -3 | 16 | 0 | -1 | 4 | 0 | 1 | 8 | 1
COc1ccc(Cl)cc1C(=O)NNC(=O)c1n[nH]c2ccccc12 | x | x | -3 | 31 | 2 | 2 | -6 | 1 | -1
Cc1ccccc1NC(=O)c1cccc(NC(=O)CCC(=O)O)c1 | 6 | 0 | 1 | 8 | -3 | 5 | -12 | 2 | -3
N=c1c2c(-c3ccccc3)c(-c3ccccc3)n(Cc3ccccc3)c2ncn1CCCn1ccnc1 | 11 | 5 | 32 | -9 | -2 | -2 | -6 | 1 | -1

Three entries from above, ordered by the number in EBNA-1 inh, rising:
canonical_smiles | EBNA-1 inh | PREPL inhibitor | PAD4 inh | PAFAH2 FP inh | PAFAH1B3 FP inh
COc1ccc(CNC(=O)C2CCN(S(=O)(=O)c3c(C)noc3/C=C/N(C)C)CC2)cc1 | -5 | 12 | -8 | 1 | 8
CCc1ccc(OCC(=O)N(C)CCC#N)c(Br)c1 | 2 | -6 | 0 | -1 | 9
O=C(NC1CCCC1)C(c1ccncc1)N(Cc1ccccc1)C(=O)Cc1cccs1 (stereo not drawn) | 5 | -3 | -4 | 5 | 7

More structures.
SMILES | GSTO1 counter | EBNA-1 inh | PREPL inhibitor | ZTA counter | PAD4 inh | PAFAH2 FP inh | LYPLA2 counter | PAFAH1B3 FP inh | LYPLA1 counter
COc1ccccc1NS(=O)(=O)c1cc(NC(=O)c2ccc3c(c2)OCCO3)ccc1C | -12 | 9 | -7 | 0 | 1 | -8 | -29 | 3 | -21
O=S(=O)(c1ccccc1Cl)N1CCC(O)(c2cccnc2)CC1 | -5 | 3 | 1 | -2 | 1 | 6 | 4 | 0 | 2
Cc1ccc(F)c(NC(=O)CCc2ccccc2)c1 | 3 | 8 | 1 | 6 | 2 | -1 | 2 | 11 | 2
Cc1cc(N)n(-c2ccccn2)n1 | 15 | -3 | 0 | -15 | 4 | 4 | 2 | 3 | 0
COc1ccc(Br)cc1CN(C)C(=O)Cc1ccc(OC)c(S(=O)(=O)N2CCOCC2)c1 | x | x | 7 | -10 | -1 | 0 | 1 | -2 | 0
COC(=O)CSc1ccc2nnc(-c3ccc(OC)c(OC)c3)n2n1 | 2 | -2 | -1 | 6 | 4 | 3 | 1 | 6 | 3
COc1ccc(CCN(C)C2CCCN(S(=O)(=O)N(C)C)C2)cc1OC (stereo not drawn) | 4 | 4 | -10 | 8 | -1 | -4 | -1 | 9 | 0
O=C(Cn1cnc2c(cnn2-c2ccccc2)c1=O)NCCc1ccccc1 | 15 | 6 | -3 | -10 | 1 | -4 | 6 | -1 | 2
Cc1cc(C)c(S(=O)(=O)NCCc2ccncc2)c(C)c1 | 5 | -5 | 7 | -9 | 1 | -1 | 7 | 6 | 1
Cc1cc(C)n2nc(CC(=O)NNC(=O)COc3cccc(C)c3C)nc2n1 | -3 | -18 | 6 | 5 | 5 | 6 | 0 | 10 | 2
COc1ccc([N+](=O)[O-])cc1NC(=O)CSc1ccc2ccccc2c1 | 8 | -13 | 9 | -5 | 2 | -1 | -28 | 0 | -19
COC(=O)N/N=C/c1ccc(-c2ccccc2Cl)o1 | 2 | 3 | 18 | 7 | 1 | 2 | 1 | 1 | 2
COc1ccc(S(=O)(=O)c2snnc2C)cc1 | -2 | 6 | 0 | 8 | 2 | 5 | -4 | 16 | 0
C#CCn1cccc(C(=O)Nc2ccc(OC)cc2)c1=O | 3 | -4 | 6 | -3 | -1 | -11 | 9 | -2 | -5
CCOC(=O)c1c(NC(=O)C2C3C=CC(CC3)C2C(=O)O)sc(C)c1CC (stereo not drawn) | -2 | 12 | 1 | 1 | 3 | 1 | -5 | 6 | -2
Cc1cccc(C)c1NC(=O)Cn1nc(-c2ccc(Cl)s2)ccc1=O | -2 | -12 | -10 | -1 | 3 | 4 | 2 | -2 | -1
CCOC(=O)C1=C(C)NC(=O)CC1c1cc2c(cc1Br)OCO2 (stereo not drawn) | 15 | -18 | 1 | -3 | -2 | 2 | 1 | 6 | 4
COc1cccc(/C(C)=N/NC(=O)Cc2c(C)[nH][nH]c2=O)c1 | 3 | 8 | 2 | 22 | -6 | 7 | 6 | 0 | 0
COc1cccc(NC(=O)N2CCC(NC(=O)C(Cc3ccccc3F)NC(C)=O)CC2)c1 (stereo not drawn) | 3 | 6 | -11 | -1 | -3 | 3 | -4 | 0 | -2
COC(=O)CSc1cc(C)nc(NC(C)=O)n1 | -8 | -8 | 7 | 13 | 0 | 0 | 6 | 6 | 4
CCCc1nc2oc3c(NCCN4CCOCC4)ncnc3c2c2c1CCCC2 | 0 | 3 | -1 | 5 | -1 | -3 | 0 | 14 | -2
CC1(C)NC(=O)N(CC(O)COc2cc3ccccc3cc2C(=O)N2CCCCC2)C1=O (stereo not drawn) | -4 | 5 | -10 | -8 | 2 | -3 | -6 | -5 | 1
CN(Cc1cnn(C)c1)C(=O)C1CCC(=O)N(Cc2cccc(C(F)(F)F)c2)C1 (stereo not drawn) | -2 | -4 | -2 | -4 | 2 | 3 | -1 | 3 | -3
O=S(=O)(NCc1ccc(Cl)cc1)NCc1ccc(Cl)cc1 | -2 | 2 | -2 | -3 | 0 | -2 | -3 | 0 | 1
COc1ccc(S(=O)(=O)N2CCCC(C(=O)Nc3cccc(C(C)=O)c3)C2)cc1 (stereo not drawn) | 6 | 9 | 1 | 5 | -7 | -1 | 4 | 0 | -5
CCC(C(=O)NC1CCCCCC1)n1nc(C)c2c(C)n(-c3ccccc3)nc2c1=O (stereo not drawn) | 1 | 2 | 25 | 6 | 2 | -2 | -1 | 15 | -6
COc1cccc(C2CC(c3c(-c4ccccc4)c4cc(Cl)ccc4[nH]c3=O)=NN2S(C)(=O)=O)c1OC (stereo not drawn) | -15 | 2 | -2 | -1 | 1 | 0 | -28 | -1 | -11
O=C(COC(=O)c1cccnc1Cl)NCCc1ccccc1 | x | x | 0 | -1 | 1 | 12 | -3 | -2 | -4
COc1ccc(CCC(=O)OCC(=O)c2ccc(C)cc2)cc1 | 1 | 0 | -2 | -4 | -2 | -1 | 3 | 4 | -2
CCn1c(CC(=O)Nc2ccccc2F)nnc1SCC(=O)N1CCOCC1 | 4 | 4 | 4 | -17 | 0 | 2 | -1 | 1 | 1
Cc1cc(C)cc(NC(=O)COC(=O)c2cccc(S(=O)(=O)N3CCCCC3)c2)c1 | x | x | 5 | -20 | -2 | 65* | -25 | 6 | -13
CCc1ccc(OCC(O)CNC(C)(C)C)cc1 (stereo not drawn) | -2 | 8 | 7 | 3 | 3 | 2 | -2 | 12 | -2
COC(=O)C1=C(C)NC(=O)NC1c1ccc([N+](=O)[O-])o1 (stereo not drawn) | -2 | -11 | 2 | -8 | -2 | -5 | -8 | 5 | -4
CCOC(=O)c1c(NC(=O)CN(C)C)sc(C(=O)N(CC)CC)c1C | 1 | 5 | 3 | 15 | -3 | 8 | 2 | 6 | 1
O=C(NCc1cccc(Cl)c1)c1ccc2c(c1)OCO2 | 2 | 4 | 6 | -2 | 1 | 0 | -4 | -3 | 0
COc1ccccc1NC(=O)C(C)OC(=O)c1cc2ccccc2[nH]1 (stereo not drawn) | x | x | 8 | -10 | 1 | 1 | -3 | 10 | -4
COc1ccc(S(=O)(=O)N2CCCCCC2)cc1NC(=O)CC1OC(=O)c2ccccc21 (stereo not drawn) | 2 | 12 | -5 | 2 | -6 | 6 | 0 | -4 | -3
Cc1cc(C)n(CC(=O)n2c3c(c4ccccc42)CCCC3)n1 | -7 | 3 | 6 | -15 | 2 | -2 | 0 | 4 | 2
COc1ccccc1/C=C/C=N/n1c(-c2cc(-c3ccccc3)n[nH]2)n[nH]c1=S | -11 | 1 | 8 | 21 | 5 | 17 | 0 | 15 | -9
CC(=O)c1c(C)[nH]c(C(=O)OCC(=O)Nc2cccc(S(=O)(=O)N3CCCC3)c2)c1C | -2 | -4 | -2 | 0 | -1 | 37* | -12 | -5 | -15

Some of the entries so far, with values under each structure.
Below each SMILES: GSTO1 counter | EBNA-1 inh | PREPL inhibitor | ZTA counter | PAD4 inh | PAFAH2 FP inh | LYPLA2 counter | PAFAH1B3 FP inh | LYPLA1 counter
- COC(=O)C1=C(C)NC(=O)NC1c1ccc([N+](=O)[O-])o1 (stereo not drawn)
→ -2 | -11 | 2 | -8 | -2 | -5 | -8 | 5 | -4
- CCOC(=O)c1c(NC(=O)CN(C)C)sc(C(=O)N(CC)CC)c1C
→ 1 | 5 | 3 | 15 | -3 | 8 | 2 | 6 | 1
- Cc1cc(C)n(CC(=O)n2c3c(c4ccccc42)CCCC3)n1
→ -7 | 3 | 6 | -15 | 2 | -2 | 0 | 4 | 2
- O=C(NCc1cccc(Cl)c1)c1ccc2c(c1)OCO2
→ 2 | 4 | 6 | -2 | 1 | 0 | -4 | -3 | 0

Results in PAD4 inh and PREPL inhibitor (seven entries from above):
| smiles | PAD4 inh | PREPL inhibitor |
| --- | --- | --- |
| COc1cccc(NC(=O)N2CCC(NC(=O)C(Cc3ccccc3F)NC(C)=O)CC2)c1 (stereo not drawn) | -3 | -11 |
| O=S(=O)(c1ccccc1Cl)N1CCC(O)(c2cccnc2)CC1 | 1 | 1 |
| CCOc1ccccc1N1CCN(C(=O)c2cccc(-c3ccc(O)cc3)c2)CC1 | 4 | 0 |
| CC1(C)NC(=O)N(CC(O)COc2cc3ccccc3cc2C(=O)N2CCCCC2)C1=O (stereo not drawn) | 2 | -10 |
| C#CCn1cccc(C(=O)Nc2ccc(OC)cc2)c1=O | -1 | 6 |
| Cc1cc(N)n(-c2ccccn2)n1 | 4 | 0 |
| COC(=O)C1=C(C)NC(=O)NC1c1ccc([N+](=O)[O-])o1 (stereo not drawn) | -2 | 2 |
